GALK inhibitor – inhibitors of human galactokinase (GALK) | Potency, µM (doses to about 57.5 µM), inactives show at the highest dose activity, negative = inhibition, most hits filed as inhibitors | recombinant GALK, Kinase-Glo ATP luminescence, 1 h | P51570 | 44,000 tested, under 10 active | AID 1347072;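 note: plate controls were full GALK reaction for no effect and reaction lacking GALK for full effect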
Target sequence (P51570 whole entry, looked up): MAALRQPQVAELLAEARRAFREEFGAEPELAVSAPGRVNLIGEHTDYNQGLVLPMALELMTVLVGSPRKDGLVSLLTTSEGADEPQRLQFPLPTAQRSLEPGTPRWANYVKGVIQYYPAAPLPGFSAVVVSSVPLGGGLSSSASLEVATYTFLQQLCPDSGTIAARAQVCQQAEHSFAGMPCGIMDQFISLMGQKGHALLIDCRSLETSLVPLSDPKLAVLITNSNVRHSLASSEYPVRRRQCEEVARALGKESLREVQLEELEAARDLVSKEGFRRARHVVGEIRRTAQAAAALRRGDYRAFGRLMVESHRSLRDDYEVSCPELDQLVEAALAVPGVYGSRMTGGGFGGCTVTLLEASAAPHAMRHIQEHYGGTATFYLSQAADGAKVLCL
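Human GALK (5 nM) was incubated with 35 uM ATP and 100 uM galactose in 20 mM HEPES pH 8.0 with MgCl2, NaCl, DTT and BSA for 1 h at room temperature. Remaining ATP was measured by Kinase-Glo Plus luminescence.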
p53null 32C tox – selectivity test: cytotoxicity in p53 null cells, permissive temperature | H1299-neo p53 null cells, ATP luminescence, 24 h, 32C | Potency, µM (top dose mostly 46.1 µM), without a hit: top-dose activity change, negative = cytotoxicity, most hits filed as cytotoxic | 55,000 tested, 0.62% active;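 note: potency is the fitted concentration of half-maximal effect; 0% = DMSO only and -100% = full killing by 100 µM tamoxifen; nearly all actives have a fitted effect of over 55% in size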
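We seeded p53-null H1299-neo cells, incubated them overnight at 37C, and added compounds across a range up to 46 uM. After 24 hours at 32C, ATP reagent was applied for 20 min at room temperature and luminescence recorded.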
PTAP-TSG101 blk – TSG101-PTAP interaction inhibition, HIV-1 budding; Fluorescence polarization, FITC-PTAP peptide/Tsg101, 20 min; Q99816; 44,000 tested, under 10 active; AID 1347069; Potency, µM (series often up to 115 µM), for inactives: at the highest dose activity change, negative = inhibition, hits mostly inhibitors; note: potency is the fitted concentration of half-maximal effect; 0% is about no effect
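Compounds pinned into 10 uM Tsg101 binding domain, then 50 nM FITC-PTAP peptide added in pH 7.5 HEPES buffer; FP read after 20 min, room temperature. Total S+P intensity flags fluorescent compounds; active cut-off <25 µM, efficacy <60%.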
B2AR arrestin ag – ADRB2 beta-arrestin recruitment; AID 1347077; P07550; HTLA Tango cells, beta-arrestin recruitment, luciferase luminescence, 18 h; Potency, µM (series often up to 46.1 µM), inactives show at the top dose activation, most hits filed as activators; 44,000 tested, under 10 active;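 note: potency is the fitted concentration of half-maximal effect; 0% = DMSO and full agonism = EC100 isoproterenol or metaproterenol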
Target sequence (P07550 whole entry, looked up): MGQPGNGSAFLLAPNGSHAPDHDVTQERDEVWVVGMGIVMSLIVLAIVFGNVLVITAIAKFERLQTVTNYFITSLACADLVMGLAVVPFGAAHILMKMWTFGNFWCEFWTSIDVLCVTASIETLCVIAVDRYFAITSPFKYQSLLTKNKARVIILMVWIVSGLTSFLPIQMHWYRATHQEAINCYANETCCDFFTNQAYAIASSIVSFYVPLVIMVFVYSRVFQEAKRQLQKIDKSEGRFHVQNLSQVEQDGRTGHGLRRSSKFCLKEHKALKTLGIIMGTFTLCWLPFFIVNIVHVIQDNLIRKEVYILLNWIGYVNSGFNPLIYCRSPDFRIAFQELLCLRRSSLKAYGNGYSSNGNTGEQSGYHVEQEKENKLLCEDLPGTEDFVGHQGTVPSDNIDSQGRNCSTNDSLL
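First, Tango cells carrying beta2-AR and beta-arrestin fusions received compound up to 46 microM. After 18 hr at 37 degrees C, luciferase substrate was added for 15 minutes, then luminescence gave %Activity for curve fitting.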
NTMT1 inh – NTMT1 methyltransferase inhibition. Q9BV86. NTMT1 MTase-Glo SAH luminescence, purified enzyme. Potency, µM (highest dose often 114 µM), for the others: at the top dose activity change, negative = inhibition, hits mostly inhibitors. 59,000 tested, 2.5% active. AID 1645870;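 note: potency is the fitted concentration of half-maximal effect; plate controls were DMSO vehicle for no effect and no enzyme for full effect; nearly all actives have a fitted effect of over 65% in size; many of its hits are not listed in these tables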
Target sequence (Q9BV86 whole entry, looked up): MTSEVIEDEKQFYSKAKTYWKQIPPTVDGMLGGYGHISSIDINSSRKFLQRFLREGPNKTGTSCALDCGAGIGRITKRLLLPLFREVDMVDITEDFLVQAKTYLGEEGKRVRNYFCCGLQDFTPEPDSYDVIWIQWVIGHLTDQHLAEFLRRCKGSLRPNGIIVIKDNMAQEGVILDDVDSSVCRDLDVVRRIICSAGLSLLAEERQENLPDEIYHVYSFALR
FH mod – Identification of activators of human fumarate hydratase by quantitative high-throughput screening; Fumarate hydratase, mitochondrial (Homo sapiens), P07954; FH coupled MDH/diaphorase resazurin fluorescence, 15 min; Potency, µM (top dose mostly 79.9 µM), for the others: at the highest dose activity change, negative = inhibition, most hits filed as inhibitors; 54,000 tested, 0.22% active; AID 1347055, 2019; note: potency is the fitted concentration of half-maximal effect; % is set by controls: 0 for no effect and ±100 for the full control effect; the screen sought activators but most active calls are inhibition curves; nearly all actives have a fitted effect of over 45% in size
p53null 39C kill – selectivity test: cytotoxicity in p53 null cells, nonpermissive temperature; H1299 p53-null (neo) cells, 39C, ATPlite viability, 24 h; 55,000 tested, 0.97% active; Potency, µM (top dose mostly 46.1 µM), inactives show at the top dose activity, negative = cell killing, actives largely listed as cytotoxic;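 note: potency is the fitted concentration of half-maximal effect; 0% = DMSO only and -100% = full killing by 100 µM tamoxifen; nearly all actives have a fitted effect of over 50% in size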
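Cells seeded at 600/well, 37C overnight. Compound added (up to 46 uM), plates shifted to 39C for 24 hr. ATPlite added, luminescence read after 20 min at room temperature.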
An asterisk follows results filed as active; ? = inconclusive; / = no result given; & = joins results of further samples; [ ] = dose if it differs, or a comment. Calls come from the whole dose curve; as a rule, active = well fitted curve in the direction sought with a large enough effect; inconclusive = small, poorly fitted or top-dose-only effect, or another doubt; inactive = no such curve, though single readings can be large; an effect the other way counts as inactive or inconclusive. A portion of the library; count on the stated rates, not on these rows.

SMILES,GALK inhibitor,p53null 32C tox,PTAP-TSG101 blk,B2AR arrestin ag,NTMT1 inh,FH mod,p53null 39C kill
CCOC(=O)c1ccc(NC(=O)CCc2nc3cccnc3n2Cc2cccs2)cc1,-10%,-7%,10%,0%,7%,25%,-7%
Cc1cc(C)c(NC(=O)C2CCN(c3nnc(C)c4c(C)n(-c5ccccc5)nc34)CC2)c(C)c1,1%,4%,5%,0%,?,-7%,3%
O=C(Cn1cc(S(=O)(=O)Cc2cccc(Cl)c2)c2ccccc21)Nc1ccc(F)c(Cl)c1,1%,-9%,4%,0%,5%,3%,?
Cc1ccc(NC(=O)CCN2C(=O)c3ccccc3Sc3ncccc32)c(Cl)c1,-8%,-10%,1%,1%,-26%,8%,-5%
CC(=O)N1c2ccccc2CC1C(=O)NCc1cccc(Cl)c1 (configuration not stated),6%,-10%,2%,-4%,-1%,-6%,-8%
Cc1ccc(C)c(N2C(=O)N(C)c3ccccc3S2(=O)=O)c1,-2%,13%,-1%,-3%,?,-10%,11%
COC(=O)CCNC(=O)N1CCN(c2nnc(C)c3c(C)n(-c4ccccc4)nc23)CC1,0%,5%,-2%,0%,2%,0%,8%
CCN(CC)CCCNC(=O)CCc1c(C)nc2c(c1C)c(=O)n(C)c(=O)n2C,10%,-4%,-13%,-2%,?,-4%,2%
CCN(Cc1ccccc1)S(=O)(=O)c1ccc(-c2coc(C)n2)cc1,0%,?,10%,-1%,-11%,-9%,22%
Cc1cc(Br)ccc1NC(=O)c1sc2nc3n(c(=O)c2c1C)CCCC3,1%,-3%,?,-1%,-2%,5%,-19%
COc1ccc(Cl)cc1NC(=O)Cn1c(=O)n2nc(-c3ccccc3)nc2c2ccccc21,5%,-6%,0%,0%,-3%,0%,-17%
CCn1nnc2cc(C(=O)Nc3ccc(OC)cc3)ccc21,3%,-10%,1%,2%,-23%,-4%,-7%
CCOc1ccc(NC(=O)c2cc3cc4cc(OC)ccc4nc3s2)cc1,1%,-5%,-4%,1%,-6%,0%,-14%
CN(C)c1ccc(-c2nc(-c3ccco3)no2)cc1[N+](=O)[O-],0%,-5%,1%,-2%,?,-5%,0%
O=C(COc1ccc(F)cc1)Nc1ccc2nc(SCC(=O)N3CCc4ccccc43)sc2c1,-1%,-7%,-3%,-4%,29%,2%,-9%
COc1ccc(-c2nc3cc(C(C)C)ccc3o2)cc1NC(=O)COc1ccc(C)cc1C,0%,-9%,0%,0%,5%,8%,14%
Cc1ccc(-c2noc(COc3ccc(Br)c(C)c3)n2)cc1,0%,0%,-2%,-1%,0%,3%,-14%
Cc1cccc(NC(=O)CSc2nnc3[nH]c(=O)cc(C)n23)c1C,2%,11%,0%,-3%,-2%,6%,-21%
COc1ccc(Br)cc1CNC(=O)C(C)n1nc(C)n2c(cc3occc32)c1=O (configuration not stated),-3%,-9%,-3%,-2%,?,-21%,-16%
CSc1ccc(CCNC(=O)c2csc3c2CCCCC3)cc1,-3%,-12%,0%,1%,0%,6%,-28%
COc1ccc(CNC(=O)c2cccc(-n3cnc4cccnc43)c2C)cc1,2%,-6%,0%,0%,2%,5%,-2%
Cc1cc(N2CCN(c3ccc(F)cc3)CC2)n2cnnc2n1,-12%,-2%,-9%,-2%,-24%,1%,13%
Cc1cc(OCC(=O)Nc2nc3c(s2)CCCC3)cc(C)c1Cl,-1%,-9%,1%,-3%,-25%,-2%,-18%
COc1cc(Cn2c(=O)sc3ccccc32)ccc1OC(C)C,2%,3%,3%,1%,-10%,-11%,-17%
CCOC(=O)c1c(C)[nH]c(C)c1S(=O)(=O)N1CCCC(C(=O)NCc2ccc(C)cc2)C1 (configuration not stated),1%,18%,-2%,-1%,-14%,-6%,18%
CCOc1ccc(CNC(=O)COc2cc(=O)n(C)c3ccccc23)cc1,-13%,-3%,-2%,-1%,2%,-1%,5%
Cc1ccc(Cn2c(CCNC(=O)C(C)C)nc3ccccc32)cc1,-2%,-9%,0%,-3%,-2%,2%,5%
N#Cc1ccccc1OCC(=O)N1CCN(c2ccccc2)CC1,-2%,-9%,-4%,0%,/,/,8%
COc1ccccc1OCC(=O)Nc1c(C(=O)c2ccc(F)cc2)oc2ccccc12,5%,0%,2%,0%,?,1%,9%
CC(=O)Nc1c(C)nn(-c2ccccc2)c1N1CCC(C(=O)Nc2ccc(F)cc2Cl)CC1,1%,7%,0%,1%,-4%,0%,-12%
CCCCNC(=O)CCCN1C(=O)CCn2nc(-c3cccn3C)cc21,-1%,-1%,-5%,-1%,-15%,2%,4%
Cc1ccc(Cn2ccnc2SCC(=O)NCc2ccc(F)cc2)cc1,2%,10%,2%,-1%,0%,4%,16%
Cc1ccc(NC(=O)c2ccc(C)c(S(=O)(=O)N3CCCCCC3)c2)cc1,-2%,37%[activator],1%,0%,-2%,?,-2%
CC1CCCCN1C(=O)CSc1nnc(-c2cccc(Cl)c2)o1 (configuration not stated),3%,-12%,1%,-2%,0%,-1%,?
CCc1ccccc1S(=O)(=O)Cc1ccc(C(=O)NCc2ccc(Cl)cc2)o1,-15%,-3%,3%,1%,-22%,-16%,2%
Oc1ccc(/C=C/c2nc(-c3ccccc3O)n(-c3ccccc3)n2)c(O)c1,-4%,13%,-9%,-1%,-5%,?,54%[activator]
Oc1c(C(c2ccc(Cl)cc2)N2CCC3(CC2)OCCO3)sc2nc(-c3ccco3)nn12 (configuration not stated),-9%,-4%,-3%,-3%,-9%,-13%,12%
CCOC(=O)c1sc(NC(=O)/C=C/c2ccc(C(C)C)cc2)c(C(=O)OCC)c1C,0%,1%,-9%,0%,13%,0%,33%[activator]
COc1ccccc1NC(=O)CN(c1ccc(C(C)C)cc1)S(=O)(=O)c1c(C)noc1C,6%,-2%,-6%,0%,-17%,-21%,1%
Cc1cccc(N2CCN(C(=O)CS(=O)(=O)c3cccc4nsnc34)CC2)c1C,3%,-20%,0%,0%,19%,-6%,24%
COc1ccc(CCNC(=O)c2cc(=O)c3cc(C)c(C)cc3o2)cc1OC,5%,-2%,1%,0%,?,-16%,-22%
Cc1ccc(NC(=O)CSc2nc3ccc(NC(=O)c4cccc(Cl)c4)cc3s2)c(C)c1,1%,-13%,3%,-2%,6%,5%,-18%
COc1ccc(C(=O)CCC(=O)Nc2ccccc2C)cc1,0%,3%,-9%,-1%,-2%,0%,20%
COc1ccc(NS(=O)(=O)c2ccc(NC(=O)N3CCCC3)cc2)cc1,2%,5%,-7%,0%,-6%,-5%,25%
CC(=O)c1ccc(NC(=O)c2cc(-c3ccc(Cl)c(Cl)c3)on2)cc1,5%,6%,-2%,0%,/,/,20%
O=C(NCCc1ccc(Cl)cc1)c1c2c(nc3ccccc13)C(=O)N(C1CCCCC1)C2,0%,9%,-1%,1%,-7%,-25%,-25%
Cc1cc(F)ccc1NC(=O)CCS(=O)(=O)c1cccc2nsnc12,0%,4%,-8%,0%,-1%,4%,-4%
CCOc1ccc(C(=O)NCCc2sc3nc(-c4ccc(Cl)cc4)nn3c2C)cc1OCC,4%,-10%,1%,-2%,-17%,-7%,30%
CC1CN(C(=O)N2CCC(C(=O)NC3CCCCCC3)CC2)c2ccccc2O1 (configuration not stated),-4%,11%,-4%,0%,9%,0%,9%
COc1cc(NC(=O)NCCc2c(C)nn(C)c2C)cc(OC)c1OC,-2%,-3%,-7%,1%,11%,-5%,-12%
CCOC(=O)Cn1nc(N2CCN(c3ccc(F)cc3)CC2)ccc1=O,-1%,3%,-2%,1%,-2%,-18%,-19%
CN(C)CCN(C(=O)c1ccco1)c1nc2c(F)cc(F)cc2s1,2%,-7%,1%,0%,6%,4%,-5%
CCC(=O)N1CCc2cc(S(=O)(=O)CCC(=O)N3CCN(c4ccc(C(C)=O)cc4)CC3)ccc21,-1%,4%,-4%,0%,2%,-13%,1%
Cc1cccc(CNC(=O)c2cccc(NC(=O)N3CCSc4ncccc43)c2)c1,3%,-8%,0%,-1%,-2%,2%,-9%
Cc1ccc2nc(Cl)c3cc(C(=O)NC4CCCCC4)sc3c2c1,-11%,-6%,-2%,-2%,13%,0%,-16%
CCC(=O)N1CCc2cc(Br)cc(S(=O)(=O)N3CCN(c4ccccc4)CC3)c21,-4%,-8%,5%,-1%,1%,-8%,-7%
Cc1cccc(N(CC(=O)NC(C)c2ccccc2)S(=O)(=O)c2ccccc2)c1C (configuration not stated),-3%,-1%,-6%,-1%,?,-5%,12%
Cc1cccc(NC(=O)c2c(NC(=O)c3ccccc3)sc3c2CCCC3)c1,-4%,1%,-1%,0%,45µM*,-12%,8%
O=C(CSc1nc(=O)[nH]c2c1CCCC2)Nc1ccccc1C(F)(F)F,0%,-7%,7%,0%,8%,-20%,5%
Cc1ccc(NC(=O)CCc2c(C)nc3ncnn3c2C)cc1Cl,7%,-7%,0%,1%,-9%,-2%,-9%

Following part:
SMILES,GALK inhibitor,p53null 32C tox,PTAP-TSG101 blk,B2AR arrestin ag,NTMT1 inh,FH mod,p53null 39C kill
CCN(CC)CCNC(=O)c1[nH]c2ccccc2c1Sc1ccc(Cl)cc1,?,0%,1%,-2%,-11%,-11%,-18%
Cc1oc(-c2ccc(C(=O)NCc3ccccc3)cc2)nc1CS(=O)(=O)c1ccccc1,-5%,-3%,4%,0%,?,-2%,16%
Cc1cc(C)c(C)c(OCC(=O)Nc2ccc(S(=O)(=O)Nc3nc(C)cc(C)n3)cc2)c1,0%,2%,-3%,0%,-7%,-1%,-7%
Brc1ccc2nc(-c3ccccc3)c(Nc3ccc4c(c3)OCO4)n2c1,-4%,-3%,-1%,-2%,-5%,-6%,8%
Cc1noc(/C=C/c2ccccc2F)c1S(=O)(=O)N1CCC(C(=O)Nc2ccc(C#N)cc2)CC1,0%,6%,1%,-1%,4%,-10%,?
CC1=C(C#N)C(NC(=O)c2ccccc2Cl)(C(F)(F)F)C(=O)N1 (configuration not stated),1%,2%&-1%,-7%,1%,6%,-8%,-24%
COc1ccc(-c2noc(CC(=O)Nc3ccc(F)cc3F)n2)cc1,-7%,-12%,3%,0%,11%,-6%,-21%

An excerpt from above in order of molar mass, largest number first.
SMILES,GALK inhibitor,p53null 32C tox,PTAP-TSG101 blk,B2AR arrestin ag,NTMT1 inh,FH mod,p53null 39C kill
COc1ccc(Br)cc1CNC(=O)C(C)n1nc(C)n2c(cc3occc32)c1=O (configuration not stated),-3%,-9%,-3%,-2%,?,-21%,-16%
CC1CCCCN1C(=O)CSc1nnc(-c2cccc(Cl)c2)o1 (configuration not stated),3%,-12%,1%,-2%,0%,-1%,?
Cc1ccc(NC(=O)CCc2c(C)nc3ncnn3c2C)cc1Cl,7%,-7%,0%,1%,-9%,-2%,-9%

Screening results deposited in PubChem by National Center for Advancing Translational Sciences (NCATS).
